Source: PubChem BioAssay
SK-BR-3 tox 24h = SK-BR-3 proliferation inhibitors | SK-BR-3 viability, CellTiter-Glo ATP luminescence, 24 h; hits give low values | viability, % at 10 µM | 0.47% of 41,000 active | AID 847;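 active = viability at or below the median of all test compounds minus 3 SD, in both replicates if run twice, cut at about 45% in these data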;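 also: 100% = median untreated cell wells and 0% = median positive control drug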
The depositor's hits bear a star.

structure	SK-BR-3 tox 24h
COc1ccc(S(=O)(=O)Nc2ccc(S(=O)(=O)N3CCOCC3)cc2)cc1	94.1
COC(=O)C1CCN(c2cc(=O)n(C3CCCCC3)c(=O)[nH]2)CC1	68.7
CC1=C(C)C(=O)N(c2ccccn2)C1=O	65.7
COc1ccc(-n2c(=O)[nH]cc(C(=O)Nc3ccc4c(c3)OCCO4)c2=O)cc1	95.0
Cc1cc(-c2nnc(-c3cc4ccccc4oc3=O)o2)c(C)n1-c1ccccc1	65.9
CCOC(=O)c1c(NC(=O)CSc2nnnn2-c2ccc3c(c2)OCCO3)sc(C)c1C	72.3
CCN(CC)S(=O)(=O)c1ccc2oc(C(=O)NCC3COc4ccccc4O3)c(C)c2c1 (configuration not stated)	80.5
O=C(c1noc2c1CCc1ccccc1-2)N1CCc2ccccc2C1	93.3
Cc1cc2c(cc1C)NC(c1ccccn1)C1=C(CC(C)(C)CC1=O)N2 (configuration not stated)	94.5
O=C(Cn1c(=O)n2ncnc2c2c3c(sc21)CCCC3)c1ccccc1	102.4
COc1ccc(-c2cc(C(=O)O)c(C)o2)cc1OC	99.5
CCN(CC(=O)Nc1c(C(=O)OC)[nH]c2ccccc12)c1ccc2c(c1)OCO2	86.9
Cc1cccc(S(=O)(=O)c2c(N)n(Cc3ccco3)c3nc4ccccc4nc23)c1	116.0
COc1cc(-c2nc3oc4ccccc4c(=O)c3c(=O)n2Cc2ccco2)cc(OC)c1OC	77.9
Cc1cc(OCCN2CCOCC2)nc2ccccc12	73.1
c1csc(-c2nnc(-c3ccc(N4CCOCC4)cc3)o2)c1	107.4
COc1ccc(NC(=O)CSc2nnc(-c3ccccn3)n2N)cc1Cl	81.5
O=C(CN1CCC(n2nnc3cc(F)ccc32)CC1)NCc1ccco1	86.1
Cn1c(=O)c2c(nc(CN3CCOCC3)n2CCCO)n(C)c1=O	78.9
OCCN1CCOCCN(CCO)CCOCC1	87.8
O=C1OCC2=C1C(c1ccc3c(c1)OCO3)Sc1ccccc1N2 (configuration not stated)	94.5
CCN(CC)c1ccc(C=Nc2ccc(C#N)cc2)c(O)c1	86.0
CCOC(=O)c1cc(NC(=O)c2ccoc2C)cc(C(=O)OCC)c1	106.5
C=CCn1c(SCc2c(F)c(F)c(F)c(F)c2F)nc(O)cc1=O	78.1
O=C(C1CCN(c2nnc(N3CCCC3=O)s2)CC1)N1CCN(Cc2ccc3c(c2)OCO3)CC1	85.2
Cc1cccn2c(=O)c3cc(C(=O)NCCN4CCOCC4)n(Cc4ccccc4)c3nc12	94.1
CCOC(=O)CSc1nnc(CNC(=O)c2ccco2)n1C	88.0
CCN1CCCC1CNS(=O)(=O)c1ccc(C(=O)Nc2ccccc2)cc1 (configuration not stated)	85.2
CCOCCCn1cnc2c(c1=O)c1nc3ccccc3nc1n2-c1ccc(C)cc1	83.6
Cc1cc(C)c(C#N)c(SCC(=O)N(C)C2CCCCC2)n1	99.5
Cc1csc(SCCn2c(N3CCOCC3)nc3c2c(=O)[nH]c(=O)n3C)n1	104.8
CC(=O)C1=C(C)NC(SCC(=O)c2ccc(C)cc2)=C(C#N)C1c1ccco1 (configuration not stated)	74.8
Cn1c(=O)n(CC(=O)NC2CCCCC2)c(=O)c2ccccc21	79.6
CCOC(=O)Nc1c(C(=O)OC)[nH]c2cc(OC)ccc12	105.0
CCCc1cc(=O)[nH]c(/N=C(/NC(=O)c2ccccc2)Nc2ccc3c(c2)OCCO3)n1	90.2
COc1ccccc1N1CCN(C(=O)C2CC=CCC2C(=O)O)CC1 (configuration not stated)	87.9
CC(C)C(=O)Nc1cc(=O)[nH]c2ncnn12	72.2
CCCCc1cc(=O)oc2cc(C)cc(OCc3nn[nH]n3)c12	85.2
CSc1ncc(Cl)c(C(=O)Nc2nnc(SC)s2)n1	90.9
O=C(O)CCCC(=O)Nc1ccc(C(=O)NCc2cccnc2)cc1	105.7
CCN(CC)CCNC(=O)c1ccc(NC(C)=O)cc1	91.9
O=C(NCc1ccc2c(c1)OCO2)C1CC(=O)N(c2ccc(O)cc2)C1 (configuration not stated)	86.2
CC(=O)Nc1c(C(=O)O)oc2ccccc12	99.0
O=C(NCC12CC3CC(CC(C3)C1)C2)c1nn2c(c1Cl)NC(c1ccco1)CC2C(F)(F)F (configuration not stated)	81.5
COC(=O)C(NS(=O)(=O)c1ccc(NC(C)=O)cc1)C(C)C (configuration not stated)	92.9
CC(C(=O)NCCC1=CCCCC1)N1C(=O)c2ccccc2C1=O (configuration not stated)	57.9
O=C(CS(=O)CC(=O)Nc1cccc2c1CCCC2)Nc1ccc(F)cc1 (configuration not stated)	72.7
CC(C)C(C(=O)NCc1ccco1)N(C(=O)CNS(=O)(=O)c1ccc(Cl)cc1)C1CCCC1 (configuration not stated)	83.6
O=C(NCc1cccnc1)c1cccc(Cl)c1	88.4
CCC(=O)c1ccc(N2CCN(C(=O)COc3ccc(F)cc3)CC2)c(F)c1	73.0
Fc1cc2nccnc2cc1N1CCSCC1	119.2
CCCCOC(=O)n1c(SCC(=O)N(CC)CC)nc2ccccc21	88.7
CC1=C(C(=O)Nc2ccccc2)C(c2ccc(C)o2)n2c(s/c(=C\c3ccco3)c2=O)=N1 (configuration not stated)	93.3
CC1(C)CC(=O)c2cn3c(nc2C1)nc1ccccc13	98.4
CNc1nnc(CSc2nc(C)cc(C)n2)s1	89.4
CC1(C)Cc2c(sc3c2C(=O)N(c2ccccc2)C2=NCCCN23)CO1	97.6

More compounds follow.
structure	SK-BR-3 tox 24h
O=C(c1ccccc1)N1CCN(CC#Cc2ccccc2)CC1	117.4
O=C(CCc1nc(-c2ccccc2F)no1)NCCc1ccccc1Cl	86.4
CCN(CC)CCCNc1oc(-c2ccc(OC)c(OC)c2)nc1C#N	70.6
Cc1c(-c2cccs2)[n+](=O)c2c(n1[O-])CCC2	95.2
O=C(NCc1ccccn1)c1cc2cc(Br)ccc2oc1=O	90.5
Cc1ccc(C)c2[nH]c(=O)c(C(c3nnnn3C3CCCC3)N3CCOCC3)cc12 (configuration not stated)	78.0
Cn1c(Cc2ccccc2)nnc1SCC(=O)N1CCN(c2ccccc2)CC1	90.5
COc1cc(NC(=O)c2ccco2)c(OC)cc1NC(=O)Nc1cccc(Cl)c1	56.0
Cn1c(C(=O)NCC2CCCO2)cc2c(=O)[nH]c3ccccc3c21 (configuration not stated)	90.6
CCOc1ccc2nc(NC(=O)C3CCCN(S(=O)(=O)c4cccs4)C3)sc2c1 (configuration not stated)	99.8
[O-]/[N+](=C/c1cccnc1)c1ccc(Br)cc1	81.4
COc1cccc(NC(=O)Cn2cnc3sc(C)c(S(=O)(=O)N4CCN(C)CC4)c3c2=O)c1	104.4
COc1ccc(C2(C(=O)NCCCN3CCOCC3)CCOCC2)cc1	99.0
CCCSC1=N/C(=C\c2ccsc2)C(=O)S1	94.4
CCn1c(SC/C=C/c2ccccc2)nnc1-c1cccs1	72.6
CC(=O)Nc1ccccc1C(=O)N1CCc2ccccc21	95.8
Cn1c(COc2ccccc2)nnc1SCc1cc(=O)[nH]c2ccccc12	87.0
COc1ccc(C(=O)C(CO)Oc2ccccc2OC)cc1OC (configuration not stated)	79.8
COC(=O)COc1ccc(S(=O)(=O)NCC2CCCO2)cc1Cl (configuration not stated)	106.2
Cn1c(=O)c2c(nc(NCCCO)n2C/C=C/c2ccccc2)n(C)c1=O	75.2
COc1cc(C2C3C(=O)N(c4ccc(F)cc4)C(=O)C3ON2c2ccccc2)ccc1O (configuration not stated)	80.2
Cc1cccc(NC(=O)c2cnc3n(c2=O)CCS3)c1	92.3
CCOC(=O)N1CCN(S(=O)(=O)Cc2ccccc2)CC1	83.7
CCCS(=O)(=O)N1CCN(Cc2ccccc2C(F)(F)F)CC1	84.8

The listing continues:
SMILES | SK-BR-3 tox 24h
O=C(c1ccccc1)c1coc2ccc(O)c(CN3CCOCC3)c12 | 69.6
COc1ccc(CNC(=O)C2CCN(S(=O)(=O)c3c(C)n[nH]c3C)CC2)cc1 | 72.7
COC(=O)c1[nH]c2ccc(Cl)cc2c1NC(=O)CN1CCC(C(N)=O)CC1 | 92.0
NC(=O)c1ccc(C2SCC(=O)N2Cc2ccccc2)cc1 (configuration not stated) | 90.2
Cc1ccc(C)c(N(C(=O)CCC(=O)Nc2cc(C)on2)C(C(=O)NC2CCCC2)c2ccco2)c1 (configuration not stated) | 70.9
O=S(=O)(Nc1ccc2c(c1)nc1n2CCN(Cc2ccccc2)C1)c1ccc(F)cc1 | 91.8
CCSc1nnc(NC(=O)c2csc(C)c2)s1 | 102.1
CCCOc1ccc(CSc2nnc(CCC)n2N)cc1 | 86.3
Cc1ccc(Nc2nc(Oc3ccc(OCc4ccccc4)nn3)nc(N3CCOCC3)n2)cc1 | 101.7
C=CCn1c(CSc2nc3ccccc3s2)nnc1SCC(=O)OCC | 86.9
Clc1ccc(CSc2nnc([C@@H]3CCCN3)o2)cc1Cl | 71.9
C=CCN(CC=C)c1nc2ccccc2nc1C(C#N)C(=O)OCCOC (configuration not stated) | 84.2
CC1(C)CC(=O)C=C(NC2CCS(=O)(=O)C2)C1 (configuration not stated) | 91.4
COC(=O)C1=C(N)Oc2cc(C)n(CC3CCCO3)c(=O)c2C1c1ccc(Cl)cc1 (configuration not stated) | 84.7
COC(=O)c1ccccc1N(C)C(=O)C12CCC(C)(C(=O)O1)C2(C)C (configuration not stated) | 85.0
O=C(Nc1c(C(=O)N2CCOCC2)cnn1-c1ccccc1Cl)c1ccco1 | 90.3
COC(=O)c1ccsc1NC(=O)CN1CCN(c2ccc(F)cc2)CC1 | 90.3
CC(=O)N1C(=O)C2(C(C#N)=C(N)Oc3cc(C)oc(=O)c32)c2ccccc21 (configuration not stated) | 94.4
COc1cccc(CC(NC(C)=O)C(=O)NC2CCN(c3nc(C)cc(C)c3C#N)CC2)c1 (configuration not stated) | 56.7
COc1ccc2c(c1)c(C(=O)CN1CCOCC1)c(C)n2C | 99.5
C=CCn1c(N)cc(=O)nc1SCC(=O)NC(C)c1ccccc1 (configuration not stated) | 89.0
COC(=O)CSc1nnc2n(-c3ccc(OC)cc3)c(=O)c3c4c(sc3n12)CCCCC4 | 71.3
Cc1nnc2n(c1=O)C(CS(=O)(=O)c1ccccc1)CS2 (configuration not stated) | 115.5
COC(=O)c1ccc(Oc2nc(Nc3ccccc3)nc(N(C)C)n2)cc1 | 87.4
CCOc1ccc(N2C(=O)NC(Cc3c[nH]c4ccccc34)C2=O)cc1 (configuration not stated) | 99.1
Cc1ccc2nc(CCc3nc4ccc(C)cc4o3)oc2c1 | 60.1
O=C(O)C1C2CCC(C2)C1C(=O)Nc1cc(F)ccc1F (configuration not stated) | 96.5
CC(=O)N1CCN(S(=O)(=O)c2ccc(S(=O)(=O)NCC(C)C)cc2)CC1 | 93.1
Cc1nc(=O)c(-c2ccccc2)c(C)n1-c1cccc(C(=O)O)c1 | 93.7
COc1ccc(N(C)C(=O)Nc2ccc3c(c2)nnn3C)cc1 | 110.7
CCN(CC)C(=O)C(C)N(C#N)c1nc(SC)nc(N(C)C)n1 (configuration not stated) | 99.2
O=C(c1ccc(S(=O)(=O)N2CCCC2)cc1)N1CCN(Cc2ccc3c(c2)OCO3)CC1 | 83.4
O=C(Cc1ccccc1)Nc1ccc(N2CCOCC2)cc1N1CCOCC1 | 95.0
C=CCNS(=O)(=O)c1nc(C)c(Cl)c(C)c1C#N | 45.4
Nn1c(SCC(=O)N2CCCCC2)nnc1-c1ccncc1 | 110.9
COC(=O)c1ccccc1NC(=O)N1CCN(S(=O)(=O)c2ccc(Cl)cc2)CC1 | 98.2
COc1ccc(CNc2nc3c(c(=O)n(Cc4ccc(F)cc4)c(=O)n3C)n2C)cc1 | 91.8
CC(C)C(NS(=O)(=O)c1cccs1)C(=O)NCCN1CCN(c2ccccc2)CC1 (configuration not stated) | 77.3
COc1ccc(C2C(C(=O)N3CCOCC3)CCC(=O)N2c2cc(OC)c(OC)c(OC)c2)cc1 (configuration not stated) | 87.9
CC1Cc2ccccc2N1C(=O)CSc1nc2ccccc2n1CC(=O)N1CCOCC1 (configuration not stated) | 82.2
COc1ccc(-c2ccc(SCC(=O)N3CCOCC3)nn2)cc1 | 69.4
CCOC(=O)C1CCN(Cc2nc(-c3ccc(OC)c(OC)c3)no2)CC1 | 81.5
O=C(c1cccs1)c1ccc(-c2cccs2)s1 | 130.3
CCCCCCn1c(SCC(C)C)nc2c1c(=O)[nH]c(=O)n2C | 74.7
CC(C)C(OC(=O)c1cccs1)C(=O)NCc1cccs1 (configuration not stated) | 98.8
COc1cccc(C2C(C(=O)Nc3ccc(C)cc3C)=C(C)Nc3ncnn32)c1OC (configuration not stated) | 88.4

These rows are one share of the data. The share of hits here may be higher or lower than overall.
